ALOX12 inh = ALOX12 (human) lipoxygenase inhibition; Potency, µM (titrated, usually from 108 µM), for the others: at the highest dose activity change, negative = inhibition, most hits filed as inhibitors; purified 12hLO, xylenol orange hydroperoxide absorbance; 1.1% of 580,000 active; active = well fitted inhibition curve with a large enough effect; inconclusive = small, poorly fitted or top-dose-only effect, or another doubt; inactive = no such curve, though single readings can be large or run the other way
Target sequence (P18054 whole entry, looked up): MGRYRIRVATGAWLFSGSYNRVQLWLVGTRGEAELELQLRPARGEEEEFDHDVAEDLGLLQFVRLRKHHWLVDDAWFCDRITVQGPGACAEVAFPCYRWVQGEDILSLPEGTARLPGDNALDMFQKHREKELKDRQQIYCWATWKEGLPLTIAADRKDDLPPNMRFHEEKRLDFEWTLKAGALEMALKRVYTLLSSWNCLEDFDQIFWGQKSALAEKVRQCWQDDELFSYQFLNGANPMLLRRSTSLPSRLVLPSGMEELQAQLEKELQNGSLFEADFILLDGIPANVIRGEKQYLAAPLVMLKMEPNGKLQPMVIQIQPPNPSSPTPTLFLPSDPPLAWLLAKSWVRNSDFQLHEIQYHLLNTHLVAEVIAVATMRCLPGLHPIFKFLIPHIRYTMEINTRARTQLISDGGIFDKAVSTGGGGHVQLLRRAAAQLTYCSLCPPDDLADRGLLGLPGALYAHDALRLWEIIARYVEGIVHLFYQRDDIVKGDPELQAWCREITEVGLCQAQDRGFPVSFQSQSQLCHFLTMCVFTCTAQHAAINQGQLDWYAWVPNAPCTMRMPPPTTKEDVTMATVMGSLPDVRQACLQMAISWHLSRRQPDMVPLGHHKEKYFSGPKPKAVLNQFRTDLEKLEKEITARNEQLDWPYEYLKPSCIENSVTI
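Purified human 12hLO (150 nM final) in 25 mM Hepes, 0.01% Triton X-100, pH 7.0 was preincubated 15 min at room temperature with compound. Then 40 uM arachidonic acid was added, 30 min. Hydroperoxide was read by Fe-XO absorbance ratio 573/405 nm.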
Numbers without * were called inactive; ? = inconclusive; [ ] = remark or other dose. % is set by controls: 0 for no effect and ±100 for the full control effect; potency is the fitted concentration of half-maximal effect.

SMILES	ALOX12 inh
Cc1ccsc1C(=O)NC1CCN(c2cc(-c3ccc(Cl)cc3)[nH]n2)C1 (centres undefined)	1%
O=C(O)C12CC3CC(C1)CC([N+](=O)[O-])(C3)C2	-15%
COCCNC(=O)c1ccc2c(c1)N(C)C(CC(=O)N(C)C(C)C)CO2 (centres undefined)	9%
CCSC1=N/C(=C\c2ccccc2OC)C(=O)S1	-28%
Cc1nc2c(cc(Oc3cnccn3)c3ccsc32)s1	?
CCOC(=O)CNC(=O)c1ccccc1OCC	10%
O=c1[nH]c2ccc(-c3csc(NC4CCCC4)n3)cc2[nH]1	35µM*
COc1ccc(NC(=O)Cn2ccn3nc(-c4ccccc4)c(CO)c3c2=O)cc1	-8%
CC1CCCC(C)N1NC(=S)NCc1ccccc1 (centres undefined)	?
CC(Sc1ccc2c(c1)OCCCO2)C(=O)Nc1ccccc1-c1ccccc1 (centres undefined)	12%
Clc1ccc(C2Cn3nnc(-c4nc(-c5ccccn5)no4)c3CO2)cc1 (centres undefined)	61%[activator]
COc1ccccc1-n1cc(C(=O)c2cc(C)ccc2O)cc(C#N)c1=O	-21%
CCN(CC)c1nc2ccccc2nc1C(=O)Nc1ccc(OC)c(OC)c1	2%
O=c1c2ccccc2nnn1CSc1nnnn1-c1cccc(Cl)c1	-72%
COc1cccc(-c2cc(-c3ccc(=O)[nH]c3)c3cncn3c2)c1	?
CN1CCOC(CNC(=O)Cc2ccccc2F)C1 (centres undefined)	13%
Cc1ccc(S(=O)(=O)n2c3ccccc3c3nc(C)sc32)cc1	-28%
COc1ccc(Cn2c(C3CCN(C(=O)c4ccc(C)cc4C)CC3)n[nH]c2=O)cc1	?
COCc1nnc2n1CCC(NC(=O)Cn1nc(C(F)(F)F)cc1C)CC2 (centres undefined)	34%[activator]
C=Cn1cnc2ccccc21	7%
CC(C)(C)NC(=O)NC(=O)Cn1c(=O)c2c(ncn2Cc2ccccc2)n(Cc2ccccc2)c1=O	?
CN(C(=O)c1c(Cl)c2ccccc2n1C)c1ccccc1	8%
CC(CNC(=O)Cc1n[nH]c(=O)c2ccccc12)(c1ccccc1)c1ccccc1	?
CNC(=O)C1CCN(Cc2nc3ccccc3c(C)c2C(=O)OC)CC1	-3%
O=C(NC1CCCC(C(F)(F)F)C1)c1ccccn1 (centres undefined)	?
CN1CC2(CCN(C(=O)CCc3c[nH]c4ccccc34)CC2)CC1C(=O)N1CCOCC1 (centres undefined)	?
Cc1cc(C)cc(NC(=O)c2n[nH]c(=O)c3ccccc23)c1	10%
O=C1c2ccccc2CN1C1CCN(Cc2ccccc2)CC1	-2%[6.33 µM]
c1cn(-c2ccc3cn[nH]c3c2)c(-c2cc3n(n2)CCCNC3)n1	80%[activator]
CCOc1cccc2[nH]c(C(=O)O)cc12	0%
COc1cccc(C(=O)NCCn2ccn3nc(-c4ccc(F)cc4)cc3c2=O)c1OC	13%
Cn1nccc1C(=O)N1CCC[C@H](n2c(=O)n(C)c3cccnc32)C1	-5%
O=C(Cn1cccc1-c1nc(-c2ccccc2)no1)NCc1ccccc1	?
O=C1Nc2ccc(-c3cccc(C(F)(F)F)c3)cc2C(=O)N2CCN(C(=O)C3CCCC3)C[C@@H]12	7%
COc1ccc2nc(NC(=O)c3ccc4c(c3)NC(=O)CS4)sc2c1	18%
COc1ccc(-c2cc3ccc(OC(C)=O)cc3oc2=O)cc1OC	-11%
CCCCNC(=O)COc1c(Cl)cc(Cl)c2ccc(C)nc12	?
CCCC(CCC)=NNC(=S)NC1CCCCC1	?
Cc1cc(C)c(NC(=O)C23CC4CC(C2)CC(c2ccccc2)(C4)C3)c(Cl)c1	-5%
COc1ccc(CC(=O)N2CCC3(CC2)CC(O)CCO3)cc1Cl (centres undefined)	1%
COC(=O)Cc1csc(NC(=O)Cc2c(C)c3ccc(O)cc3oc2=O)n1	-4%
CN(C(=O)c1cc2ccccc2n1C)C1CCCN(C2Cc3ccccc3C2)C1 (centres undefined)	-11%
CC1(C)CC(NC(=O)Nc2ccc(OC(F)F)c(Cl)c2)CC(C)(C)N1	-17%
O=C(Cc1ccc(N(Cc2cccc(F)c2)C(=O)c2ccco2)cc1)Nc1ccccc1	?
CC(=O)NC[C@H]1COCc2nc3cc(F)ccc3n21	24%[176 µM]
O=C(OCC(=O)c1cccs1)c1ccc(O)cc1	?
CCS(=O)(=O)NCc1c(C)ncc2c1CCN(C(=O)c1ccc(F)cc1)C2	14%
Cc1cc(C(=O)CN2CCN(Cc3ccc4c(c3)CCO4)CC2)c(C)n1C1CCS(=O)(=O)C1 (centres undefined)	?
CC(C)(C)c1ccc(-c2nc(C#N)c(NCC3CCCO3)o2)cc1 (centres undefined)	-5%
COc1ccc(C(=O)N2CCCC3(C2)NC(=O)N(Cc2ccccc2)C3=O)cc1 (centres undefined)	33%
CCCCCCCOc1ccc(OC(=O)c2ccc(OCCCCCC)cc2)cc1	2%
CC1C(c2cccs2)=[N+]([O-])C(C)(c2ccc(Br)cc2)N1O (centres undefined)	2%
COc1ccc(-c2cc(N3CCC(NC(=O)c4ccc5cc[nH]c5c4)CC3)n[nH]2)cc1	22%
Cc1nc2c(C)cccc2c(Cl)c1CC=C(Cl)Cl	-39%
COC[C@H]1NC(=O)CC[C@H]1C(=O)Nc1cc(OC)ccc1OC	8%
COc1ccc(-c2ncn(CCc3ccccc3OC)c2C(C)C)cc1	?
CCOc1ccc(N/C=C/C(=O)c2ccc(-c3ccccc3)cc2)cc1	?
CC1=C(C(=O)OC(C)C)C(c2ccc([N+](=O)[O-])cc2)N2C(CC(=O)N3CCCC3)=CSC2=N1 (centres undefined)	16%
Cc1c(CC(=O)NCC(F)(F)F)c2c(n1Cc1ccccc1F)CCCC2=O	7%
CC(C)CCN1CCC(O)(c2csc(CN3CC[C@@H](O)C3)n2)CC1	-8%[176 µM]

Going on with the list.
SMILES	ALOX12 inh
COc1cccc(CC(=O)N2CCN(C(=O)c3nnn4c3COC(c3ccc(F)cc3)C4)CC2)c1 (centres undefined)	25%
COc1ccc(-c2cnc3[nH]cc(CC(=O)NCCN(C)C)c3c2)cc1	1%[176 µM]
Cc1cc(Cl)ccc1S(=O)(=O)N1CCN(C2CCN(CCC(C)C)C2=O)CC1 (centres undefined)	?
O=C(NCc1cccc(F)c1)c1cnc2c(c1)N(C(=O)Cc1cccc(C(F)(F)F)c1)CCC2	16%
O=C(Nc1ccc(Oc2ccccc2)cc1)N[C@H]1CO[C@H]2[C@@H]1OC[C@@H]2n1cc(-c2ccccn2)nn1	28%
CCOc1ccc(CNCc2ccco2)cc1OC	-27%
CCc1cc(C(=O)N2CCC3(CC2)OCCCC3O)n(C)n1 (centres undefined)	-18%
CCCCOc1ccc2c(C)c(CCC(C)C)c(=O)oc2c1	-3%
O=C(c1ccc(N2CCC(NCC(c3ccccc3)c3ccccc3)CC2)cc1)N1CCCC(O)C1 (centres undefined)	27%
CCc1ccc(S(=O)(=O)c2cnc3ccc(C)cc3c2N2CCOCC2)cc1	?
Cc1cccc(-c2nc(C#N)c(NCc3ccccc3)o2)c1	50µM*
Cc1ccc(C(=O)N2CCC(N3C(=O)CCC3C(=O)NC(C)C)CC2)c(C)c1 (centres undefined)	-18%
CNC(=O)[C@@H]1C[C@H](Oc2cccnc2)CN1C(=O)CN1CCCCCC1	82%[activator]
CN(Cc1ccccc1N1CCCC1)C(=O)c1ccc(S(=O)(=O)N2CCCC2)cc1	-36%
CC(=O)N(Cc1nc(-c2ccc(C)cc2)no1)C1CCCCC1	15%
CCOC(=O)C1=C(C)N(Cc2ccccc2)C(=O)NC1c1ccccc1F (centres undefined)	?
COc1ccc(CNC(=O)COC(=O)c2ccc(S(=O)(=O)N3CCCCCC3)cc2)cc1OC	4%
Cc1cc(C)cc(NC(=O)c2nn(Cc3ccccc3)c(=O)c3ccccc23)c1	18%
Cc1ccc(S(=O)(=O)N2CCN(Cn3ncc4ccccc4c3=O)CC2)c(C)c1	26%
CN(CC1CCOCC1)C(=O)c1ccc(F)cc1Cl	10%
N#Cc1cccc(NC(=O)Cn2nc3c(N4CCCCC4)nc4ccccc4n3c2=O)c1	2%
COC1CCOC2(CCN(S(=O)(=O)c3ccccc3)CC2)C1 (centres undefined)	2%
Cc1ccccc1OCC(=O)NCC(c1ccccc1Cl)N1CCCCC1 (centres undefined)	?
CN1CCCN(C(=O)CN2CC3CC(C2)[C@H]2CCCC(=O)N2C3)CC1 (some centres undefined)	38%
COCCn1c(C2CCCNC2)n[nH]c1=O (centres undefined)	7%
O=C(C[C@H]1NC(=O)c2ccccc2NC1=O)Nc1ccc(Cn2cncn2)cc1	27%
Cn1cc(C2N=C(N)Nc3nc4ccccc4n32)c2cc(F)ccc21 (centres undefined)	-30%
Cc1nn2c(ncc3c(=O)[nH]ccc32)c1-c1ccc(F)cc1	0%
Cc1noc(C)c1S(=O)(=O)N(C)CC(=O)Nc1ccccc1C(C)C	-8%
CC(=O)N(C1CC1)C1CCOC2(CCN(C(=O)Cc3c(C)noc3C)CC2)C1 (centres undefined)	-1%
CCCCn1nc2ccccc2c1OCC	6%
CN(C)c1cc(N2CCCC(NC(=O)Cc3cccc(F)c3)C2)ncn1 (centres undefined)	36%
O=C1C/C(=C/c2c[nH]c3ccccc23)C(=O)N1c1ccccc1	-13%
CC1OC2CC(=O)OC2C2=C1C(=O)c1c(O)cccc1C2=O (centres undefined)	?
O=C(c1ccccc1F)N1CC(c2nnc(-c3ccncc3)o2)C2(CCOCC2)C1 (centres undefined)	24%
CCCNc1c(NC(=O)c2cccc(C)c2)c(=O)oc2ccccc12	6%
COC(=O)c1cc(-c2ccc(F)cc2)nc2onc(-c3ccccc3)c12	?
COCCn1ncc(N2CCCC(CC(=O)NCc3ccc(OC)cc3)C2)cc1=O (centres undefined)	5%
Cc1ccc(CN2CCC3(CC2)NC(=O)c2ccccc2O3)cc1	?
COc1cc(OC)cc(C(=O)N2CCC(c3n[nH]c(=O)n3Cc3ccc(F)cc3)CC2)c1	-4%
CC(C)(c1ccc(O)cc1)c1ccc(Cl)cc1	?
O=C(Nc1ccccc1)c1ccc2c(c1)OCCN(c1ccccc1)C2	8%[176 µM]
Fc1ccc(-c2nc3c4ccccc4ccn3c2Cc2cccc(F)c2)cc1	0%
Cc1noc(C(C)C)c1C(=O)NCc1ccc(OC(C)C)nc1	2%
Cc1nn(CC(=O)Nc2ccccc2N2CCCCC2)c(=O)c2ccccc12	?
Cc1cccc(OCC(=O)c2ccc3c(c2)N(C(C)C(=O)N2CCCC2)C(=O)CO3)c1C (centres undefined)	31%
CNC(=O)C(O)C(O)C(=O)NC (centres undefined)	-23%
CC(Oc1ccc(Cl)cc1Cl)C(=O)NN (centres undefined)	-2%

Some of these compounds in order of molecular weight, descending:
SMILES	ALOX12 inh
Cc1nn(CC(=O)Nc2ccccc2N2CCCCC2)c(=O)c2ccccc12	?
COC(=O)c1cc(-c2ccc(F)cc2)nc2onc(-c3ccccc3)c12	?
CC(Oc1ccc(Cl)cc1Cl)C(=O)NN (centres undefined)	-2%

The list goes on.
SMILES	ALOX12 inh
O=C(/C=C/c1ccc(Br)cc1)NC1CCCC1	16%
COc1cc(NC(=O)c2cccc(N3C(=O)C(C)(C)CS3(=O)=O)c2)cc(OC)c1OC	27%
Cn1c(=O)c2c(nc(NCc3ccc(S(N)(=O)=O)cc3)n2Cc2ccccc2)n(C)c1=O	-1%
CCc1noc(-c2ccn3c(CNC(=O)c4ccccc4C)nnc3c2)n1	49%[activator]
Cc1nc(COc2ccc(C(=O)N3CCN(C4CCS(=O)(=O)C4)CC3)cc2)cs1 (centres undefined)	-19%
C#CCNC(=O)c1nc(-c2cc(Cl)cc(Cl)c2)c2ccccn12	-15%[176 µM]
O=[S+]([O-])(Nc1cccnc1)c1ccc2c(c1)OCCN(Cc1cccs1)C2	12%[176 µM]
COCC1CN(C(C)=O)CC12CCN(C(=O)c1ccc(C(F)(F)F)cc1)CC2 (centres undefined)	25%
Oc1ccc(C=NCC2(c3ccccc3)CCCC2)cc1	-21%
O=C(Nc1cccc(-c2nc3ccccc3o2)c1)c1ccc(Cl)c([N+](=O)[O-])c1	-12%
Cn1cccc1CN1CC(Oc2ccc3c(c2)OCO3)C1	-3%[12.5 µM]
O=C(NCCc1ccc(Cl)cc1)c1cc(-c2ccc(Cl)cc2Cl)c2cccn2n1	-5%[6.33 µM]

Structures listed so far containing an NH in an aromatic ring (15):
SMILES	ALOX12 inh
Cc1ccsc1C(=O)NC1CCN(c2cc(-c3ccc(Cl)cc3)[nH]n2)C1 (centres undefined)	1%
O=c1[nH]c2ccc(-c3csc(NC4CCCC4)n3)cc2[nH]1	35µM*
COc1cccc(-c2cc(-c3ccc(=O)[nH]c3)c3cncn3c2)c1	?
COc1ccc(Cn2c(C3CCN(C(=O)c4ccc(C)cc4C)CC3)n[nH]c2=O)cc1	?
CC(CNC(=O)Cc1n[nH]c(=O)c2ccccc12)(c1ccccc1)c1ccccc1	?
CN1CC2(CCN(C(=O)CCc3c[nH]c4ccccc34)CC2)CC1C(=O)N1CCOCC1 (centres undefined)	?
Cc1cc(C)cc(NC(=O)c2n[nH]c(=O)c3ccccc23)c1	10%
c1cn(-c2ccc3cn[nH]c3c2)c(-c2cc3n(n2)CCCNC3)n1	80%[activator]
CCOc1cccc2[nH]c(C(=O)O)cc12	0%
COc1ccc(-c2cc(N3CCC(NC(=O)c4ccc5cc[nH]c5c4)CC3)n[nH]2)cc1	22%
COc1ccc(-c2cnc3[nH]cc(CC(=O)NCCN(C)C)c3c2)cc1	1%[176 µM]
COCCn1c(C2CCCNC2)n[nH]c1=O (centres undefined)	7%
Cc1nn2c(ncc3c(=O)[nH]ccc32)c1-c1ccc(F)cc1	0%
O=C1C/C(=C/c2c[nH]c3ccccc23)C(=O)N1c1ccccc1	-13%
COc1cc(OC)cc(C(=O)N2CCC(c3n[nH]c(=O)n3Cc3ccc(F)cc3)CC2)c1	-4%

These rows are one share of the data. The share of hits here may be higher or lower than overall.
